Tat export inh: inhibitors of E. coli Tat protein transport. E. coli MC4100 TorA-mCherry Tat export, fluorescence. AID 488895. 0.036% of 340,000 active. inhibition, % at 10 µM;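 active = mean replicate inhibition at least 50% and at least half of replicates individually reaching 50%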;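 note: exported cargo escapes ClpAP degradation while cytoplasmic cargo is degraded and loses fluorescence; 0% = median of neutral control wells and 100% = median of NaSCN control wells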
HTR5A inv ctr: counter-screen for OPRM1-OPRD1 inverse agonists: human HTR5A inverse agonism. HTR5A cell line, luminescence. inhibition, % at 9.3 µM. 0.083% of 340,000 active; in the data active = inhibition mostly above about 23%, no sharp cut-off; inactive = mostly below about 18%;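 note: 0% = cells with DMSO and 100% = no-cell wells with DMSO; some compounds called inactive have numbers as strong as hits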
AddAB inh: less growth of phage-infected E. coli with AddAB. E. coli expressing H. pylori AddAB, absorbance growth. inhibition, % at 11.9 µM. 0.29% of 330,000 active; in the data active = inhibition above about 12%;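 note: 0% = vehicle wells of infected cells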
Mot1-301 SUMO: blocks SUMOylation pathway, rescuing yeast Mot1-301 growth. 1% of 320,000 active. growth rescue, % at 18.8 µM. S. cerevisiae Mot1-301 growth rescue, ATP luminescence, 38.5C; percent above DMSO median, 100 means doubled. AID 2716;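 active = every valid replicate shows activation above 250% relative to neutral control wells; inactive = the rest, any valid replicate at or below 250%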;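 note: OY570 slx delta 5 strain wells were the positive control but not used for scaling; some compounds called inactive have numbers as strong as hits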
PKA-R2B act: activates the human PKA-R2B holoenzyme complex; P22694+P31323; PKA-R2B holoenzyme dissociation, Cy5-IP20 fluorescence polarization; R2B truncated from residue 108, S112A mutant; 0% DMSO only, 100% 113 µM cGMP; activation, % at 11.4 µM; 0.079% of 340,000 active;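 active = activation above a cutoff set at the mean over all compounds plus 3 SD, cut at about 18% in these data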;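 note: higher means more holoenzyme dissociation and a rise in polarization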
PKA-R1A activ: PKA-R1A complex activation | P00514+P68181 | PKA-R1A dissociation, Cy5-IP20 fluorescence polarization; scaled: DMSO 0%, 113 µM cGMP 100% | activation, % at 11.4 µM | 0.083% of 340,000 active;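 active = percent activation above the mean of all tested compounds plus 3 SD, cut at about 19% in these data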;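 note: higher means more PKAc released from R1A so a rise in polarization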
Ecoli viability: counter-screen for AddAB inhibitors: E. coli growth inhibition; 0.27% of 330,000 active; AID 449728; E. coli V3065 growth, OD600 absorbance, 18 h; inhibition, % at 11.9 µM;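 active = inhibition above the campaign's mean inhibition across all tested compounds plus 3 SD, cut at about 9.9% in these data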;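 note: uninfected addAB+ strain grown without phage in ampicillin broth; 0% = DMSO wells and 100% = ciprofloxacin 0.95 µg/ml wells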
OPRM1-OPRD1 ag: agonists of human mu-delta opioid receptor heterodimerization. P35372+P41143. cells, OPRM1-OPRD1 heterodimerization, luminescence. activation, % at 9.3 µM. 0.3% of 340,000 active; in the data active = activation above about 18%;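 note: 0% = vehicle-treated cells and 100% = reference agonist; values of inactives mirror those of a sister screen read the other way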
Target sequence (P35372 whole entry, looked up): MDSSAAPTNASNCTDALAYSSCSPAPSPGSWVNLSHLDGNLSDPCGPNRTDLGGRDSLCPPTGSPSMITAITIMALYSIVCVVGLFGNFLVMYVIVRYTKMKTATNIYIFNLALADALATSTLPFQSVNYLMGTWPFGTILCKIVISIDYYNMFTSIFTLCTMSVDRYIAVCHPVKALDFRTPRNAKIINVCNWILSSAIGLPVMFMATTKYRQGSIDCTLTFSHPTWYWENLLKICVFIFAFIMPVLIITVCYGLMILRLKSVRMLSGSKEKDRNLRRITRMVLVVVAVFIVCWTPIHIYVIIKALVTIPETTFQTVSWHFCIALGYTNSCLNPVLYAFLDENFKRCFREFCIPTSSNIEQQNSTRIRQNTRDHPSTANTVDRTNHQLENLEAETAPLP
Target sequence (P41143 whole entry, looked up): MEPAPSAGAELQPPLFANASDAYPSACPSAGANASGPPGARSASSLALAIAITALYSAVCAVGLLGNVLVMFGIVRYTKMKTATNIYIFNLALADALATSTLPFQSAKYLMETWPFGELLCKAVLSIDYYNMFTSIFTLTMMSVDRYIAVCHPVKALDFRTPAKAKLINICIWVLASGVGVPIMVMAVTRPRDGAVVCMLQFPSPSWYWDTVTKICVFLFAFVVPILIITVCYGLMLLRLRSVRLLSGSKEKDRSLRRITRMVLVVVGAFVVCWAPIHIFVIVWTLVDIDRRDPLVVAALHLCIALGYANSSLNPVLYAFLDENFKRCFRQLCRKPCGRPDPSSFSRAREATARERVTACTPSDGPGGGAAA
OPRM1-OPRD1 inv: mu-delta opioid heterodimer inverse agonism; P35372+P41143; cell-based MOR-DOR heterodimer luminescence; inhibition, % at 9.3 µM; 0.21% of 340,000 active; AID 504357; in the data active = inhibition above about 22%, passing the limit was not always enough;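 note: 0% = cells with DMSO and 100% = wells without cells with DMSO; values of inactives mirror those of a sister screen read the other way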
PfHsp90 set2: growth inhibition of yeast expressing Plasmodium Hsp90; S. cerevisiae expressing PfHsp90, BacTiter-Glo ATP, 48 h; yeast lacking PDR1 and PDR3 efflux regulators; inhibition, % at 9.4 µM; 0.32% of 310,000 active; AID 504621;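 active = every replicate shows inhibition above about 80%, whatever the replicate mean, limit read from the data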;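 note: 0% = DMSO neutral controls and 100% = 20 µM radicicol positive controls; yeast relying on Plasmodium falciparum Hsp90 in place of its own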
phage Ecoli inh: E. coli growth loss with phage present. 0.26% of 360,000 active. growth absorbance. inhibition, % at 11.9 µM. AID 651602; in the data active = inhibition above about 11%
* marks the source's active call; other numbers are inactive results.

For O=C(c1cccc(F)c1)N1CCN(c2ccc([N+](=O)[O-])c3cccnc23)CC1 the results were Tat export inh -2.0, HTR5A inv ctr -8.4, AddAB inh 1.2, Mot1-301 SUMO 118.1, PKA-R2B act -7.9, PKA-R1A activ -0.4, Ecoli viability -0.7, OPRM1-OPRD1 ag -2.5, OPRM1-OPRD1 inv 12.7, PfHsp90 set2 -10.9 and phage Ecoli inh 0.0.
NC(=S)N/N=C/c1ccccc1OCc1cccc(Cl)c1 was read as Tat export inh 2.9, HTR5A inv ctr -2.2, AddAB inh 1.4, Mot1-301 SUMO 16.7, PKA-R2B act 3.3, PKA-R1A activ -2.9, Ecoli viability 2.2, OPRM1-OPRD1 ag 1.6, OPRM1-OPRD1 inv -9.7 and PfHsp90 set2 -30.5.
Screening Cc1ccc(NC(=S)N(Cc2cccs2)Cc2cc3cccc(C)c3[nH]c2=O)cc1 returned Tat export inh -0.7, HTR5A inv ctr 0.6, AddAB inh -0.6, Mot1-301 SUMO -12.4, PKA-R2B act 1.6, PKA-R1A activ 4.5, Ecoli viability -5.1, OPRM1-OPRD1 ag -2.2, OPRM1-OPRD1 inv 11.5, PfHsp90 set2 -1.3 and phage Ecoli inh 3.4.
For COC(=O)C1=C(C)NC(=O)CC1c1ccc(C(=O)OC)cc1 (stereo unspecified) the results were Tat export inh 3.6, HTR5A inv ctr -8.6, AddAB inh -1.9, Mot1-301 SUMO 258.0, PKA-R2B act -12.4, PKA-R1A activ -8.1, Ecoli viability -0.2, OPRM1-OPRD1 ag -1.3, OPRM1-OPRD1 inv 6.9, PfHsp90 set2 11.7 and phage Ecoli inh 1.2.
For COc1ccc(-c2nc(CN3CCN(Cc4cccc(Cl)c4)CC3)c(C)o2)cc1 the results were Tat export inh 2.6, HTR5A inv ctr 17.0, AddAB inh -0.1, Mot1-301 SUMO 6.7, PKA-R2B act -7.1, PKA-R1A activ -1.5, Ecoli viability -1.6, OPRM1-OPRD1 ag 4.1, OPRM1-OPRD1 inv -22.8, PfHsp90 set2 -18.7 and phage Ecoli inh -1.2.
Cc1ccc(-c2ccc(/C=N/NC(=O)CN3CCOCC3)o2)cc1[N+](=O)[O-] was read as Tat export inh 3.1, HTR5A inv ctr 7.8, AddAB inh 3.4, Mot1-301 SUMO -3.2, PKA-R2B act -8.6, PKA-R1A activ -14.7, Ecoli viability 0.6, OPRM1-OPRD1 ag 1.1, OPRM1-OPRD1 inv -6.1, PfHsp90 set2 4.9 and phage Ecoli inh 3.4.
Screening O=C(CNc1ccc(Br)cc1)Nc1cccc(S(=O)(=O)N2CCCC2)c1 returned Tat export inh 0.3, HTR5A inv ctr 1.1, AddAB inh 4.5, Mot1-301 SUMO -2.6, PKA-R2B act -7.3, PKA-R1A activ -1.6, Ecoli viability 1.2, OPRM1-OPRD1 ag 2.1, OPRM1-OPRD1 inv -8.1 and phage Ecoli inh 0.3.
For O=C(O)c1cn(-c2ccc(F)c(F)c2)c2c(F)c(F)c(F)c(F)c2c1=O the results were Tat export inh -1.8, HTR5A inv ctr -25.9, AddAB inh 4.7, Mot1-301 SUMO -4.5, PKA-R2B act 0.7, PKA-R1A activ 0.3, Ecoli viability 1.1, OPRM1-OPRD1 ag 2.0, OPRM1-OPRD1 inv -11.8, PfHsp90 set2 10.8 and phage Ecoli inh 0.3.
Screening CC(C)Cn1c(N)c(C(=O)COC(=O)c2ccc(F)cc2)c(=O)n(C)c1=O returned Tat export inh 2.7, HTR5A inv ctr 4.6, AddAB inh 3.9, Mot1-301 SUMO 245.7, PKA-R2B act -9.5, PKA-R1A activ -4.9, Ecoli viability 1.0, OPRM1-OPRD1 ag 0.7, OPRM1-OPRD1 inv -3.8, PfHsp90 set2 -59.5 and phage Ecoli inh 0.8.
Screening COc1cccc(-c2nc(-c3ccc(Br)o3)no2)c1 returned Tat export inh -0.1, HTR5A inv ctr 23.3, AddAB inh 3.2, Mot1-301 SUMO 21.0, PKA-R2B act -3.4, PKA-R1A activ -4.7, Ecoli viability -0.3, OPRM1-OPRD1 ag 0.9, OPRM1-OPRD1 inv -4.5, PfHsp90 set2 -12.3 and phage Ecoli inh 0.5.
For CNC(=O)CSc1nc2ccccc2c(=O)n1-c1cc(OC)ccc1OC the results were Tat export inh -1.1, HTR5A inv ctr -12.5, AddAB inh -0.8, Mot1-301 SUMO 0.3, PKA-R2B act -0.7, PKA-R1A activ -5.0, Ecoli viability 2.5, OPRM1-OPRD1 ag -2.4, OPRM1-OPRD1 inv 11.8, PfHsp90 set2 17.8 and phage Ecoli inh -0.1.
For COc1cc(OC)c(OC)cc1/C=N/NC(=O)c1ccc(=O)n(C)c1 the results were Tat export inh -1.5, HTR5A inv ctr -3.7, AddAB inh 1.4, Mot1-301 SUMO -2.5, PKA-R2B act 3.3, PKA-R1A activ -6.6, Ecoli viability -1.6, OPRM1-OPRD1 ag -0.9, OPRM1-OPRD1 inv 4.9, PfHsp90 set2 2.7 and phage Ecoli inh -0.1.
For Cc1ccc(C2CC(c3ccccc3OC(F)F)Nc3ncnn32)cc1 (stereo unspecified) the results were Tat export inh 1.0, HTR5A inv ctr -4.7, AddAB inh -2.4, Mot1-301 SUMO 0.5, PKA-R2B act 1.3, PKA-R1A activ -3.2, Ecoli viability -0.7, OPRM1-OPRD1 ag -1.4, OPRM1-OPRD1 inv 8.2, PfHsp90 set2 27.2 and phage Ecoli inh 2.9.
Cc1cc(C(=O)N/N=C/c2cccs2)no1 was read as Tat export inh -4.0, HTR5A inv ctr 17.9, AddAB inh 4.1, Mot1-301 SUMO -3.4, PKA-R2B act 0.2, PKA-R1A activ 12.3, Ecoli viability 3.0, OPRM1-OPRD1 ag -2.9, OPRM1-OPRD1 inv 15.7, PfHsp90 set2 6.8 and phage Ecoli inh 3.7.
`CCC(Oc1ccccc1)C(=O)N(Cc1ccccc1)c1ccccn1` (stereo unspecified) gave Tat export inh -2.0, HTR5A inv ctr 1.7, AddAB inh 2.5, Mot1-301 SUMO -1.6, PKA-R2B act -8.7, PKA-R1A activ -7.5, Ecoli viability 0.1, OPRM1-OPRD1 ag -2.4, OPRM1-OPRD1 inv 14.3, PfHsp90 set2 -10.4 and phage Ecoli inh 2.2.
For CC(=O)N1CCc2cc(NC(=O)c3ccc(C)cc3)ccc21 the results were Tat export inh -4.5, HTR5A inv ctr 26.4, AddAB inh 1.8, Mot1-301 SUMO -13.6, PKA-R2B act 9.4, PKA-R1A activ -6.8, Ecoli viability -1.3, OPRM1-OPRD1 ag 0.1, OPRM1-OPRD1 inv -0.5 and phage Ecoli inh 1.6.
Screening Cc1nc(CC(=O)O)c(-c2ccccc2)s1 returned Tat export inh -0.6, HTR5A inv ctr -6.1, AddAB inh 0.2, Mot1-301 SUMO -0.9, PKA-R2B act -4.2, PKA-R1A activ -8.4, Ecoli viability 2.5, OPRM1-OPRD1 ag -1.6, OPRM1-OPRD1 inv 9.2 and phage Ecoli inh 2.3.
Screening CCCCN1C(=O)N(C)C2NC(=S)NC21 (stereo unspecified) returned Tat export inh -9.2, AddAB inh 2.1, Mot1-301 SUMO 1.3, Ecoli viability 0.9, PfHsp90 set2 -2.7 and phage Ecoli inh 2.0.
For CCC(Oc1ccccc1)C(=O)NCCOC (stereo unspecified) the results were Tat export inh -1.2, HTR5A inv ctr -0.8, AddAB inh 2.2, Mot1-301 SUMO -10.0, PKA-R2B act 7.2, PKA-R1A activ -4.8, Ecoli viability -0.4, OPRM1-OPRD1 ag -1.8, OPRM1-OPRD1 inv 9.4, PfHsp90 set2 13.4 and phage Ecoli inh 1.3.
Screening CCOC(=O)C1=C(C)Nc2nc3ccccc3n2C1c1ccccc1 (stereo unspecified) returned Tat export inh 0.9, HTR5A inv ctr -9.2, AddAB inh 1.1, Mot1-301 SUMO -18.6, PKA-R2B act 5.3, PKA-R1A activ 8.2, Ecoli viability 0.8, OPRM1-OPRD1 ag -1.3, OPRM1-OPRD1 inv 8.1, PfHsp90 set2 -19.6 and phage Ecoli inh 2.4.
COc1cc(-c2nnc(NC(=O)CS(=O)(=O)c3ccc(C)cc3)o2)cc(OC)c1OC was read as Tat export inh 2.1, HTR5A inv ctr -5.4, AddAB inh 1.6, PKA-R2B act -2.0, PKA-R1A activ 9.9, Ecoli viability 0.7, OPRM1-OPRD1 ag -2.1, OPRM1-OPRD1 inv 14.1, PfHsp90 set2 -9.0 and phage Ecoli inh -0.1.
For Cc1ccc(CNC(=O)C2CC(c3ccc(C(F)(F)F)cc3)=NO2)o1 (stereo unspecified) the results were Tat export inh 9.7, HTR5A inv ctr -23.7, AddAB inh 0.3, Mot1-301 SUMO -1.4, PKA-R2B act -15.6, PKA-R1A activ 4.9, Ecoli viability -2.7, OPRM1-OPRD1 ag 0.6, OPRM1-OPRD1 inv -3.2, PfHsp90 set2 -1.6 and phage Ecoli inh 0.3.
c1ccc(-c2cn(CC3CCCCC3)nn2)cc1 was read as Tat export inh 3.9, HTR5A inv ctr -14.1, AddAB inh 1.3, Mot1-301 SUMO 11.6, PKA-R2B act 3.3, PKA-R1A activ -4.5, Ecoli viability -0.2, OPRM1-OPRD1 ag -1.9, OPRM1-OPRD1 inv 10.7, PfHsp90 set2 -31.0 and phage Ecoli inh 1.8.
O=C(CSc1nnc(NC(=O)C2CC2)s1)NCc1ccccc1Cl was read as Tat export inh -0.2, HTR5A inv ctr -15.7, AddAB inh -0.4, Mot1-301 SUMO -0.5, PKA-R2B act 1.3, PKA-R1A activ -14.8, Ecoli viability 0.8, OPRM1-OPRD1 ag -3.1, OPRM1-OPRD1 inv 16.8, PfHsp90 set2 16.5 and phage Ecoli inh 2.1.
`CN1CCC(N(C)S(=O)(=O)c2ccc(NC(=O)COc3cccc(C(F)(F)F)c3)cc2)CC1` gave Tat export inh 0.2, HTR5A inv ctr -20.1, AddAB inh 7.4, Mot1-301 SUMO -6.4, PKA-R2B act -4.4, PKA-R1A activ 0.6, Ecoli viability 0.4, OPRM1-OPRD1 ag -1.2, OPRM1-OPRD1 inv 7.5, PfHsp90 set2 -21.3 and phage Ecoli inh 4.1.
For O=c1[nH]c(C2CCCN(S(=O)(=O)c3ccccc3)C2)nc2c1nnn2Cc1ccccc1Br (stereo unspecified) the results were Tat export inh 9.4, HTR5A inv ctr -10.8, AddAB inh 2.4, Mot1-301 SUMO -7.9, PKA-R2B act 1.4, PKA-R1A activ -2.0, Ecoli viability 1.7, OPRM1-OPRD1 ag -0.2, OPRM1-OPRD1 inv 0.9, PfHsp90 set2 -22.2 and phage Ecoli inh 0.9.
Screening Cc1nc(SCC(=O)c2ccccc2)n[nH]1 returned Tat export inh 3.4, HTR5A inv ctr -11.4, AddAB inh 3.1, Mot1-301 SUMO -11.2, PKA-R2B act -11.0, PKA-R1A activ -7.5, Ecoli viability 2.9, OPRM1-OPRD1 ag -1.3, OPRM1-OPRD1 inv 6.8, PfHsp90 set2 61.1 and phage Ecoli inh 1.6.
`Cc1cccc(/C=C2\CS/C(=C\c3cccc(C)c3)C2=O)c1` gave Tat export inh -6.9, HTR5A inv ctr -12.4, AddAB inh 2.6, Mot1-301 SUMO 27.5, PKA-R2B act -3.2, PKA-R1A activ -1.1, Ecoli viability -0.9, OPRM1-OPRD1 ag 0.9, OPRM1-OPRD1 inv -5.3, PfHsp90 set2 2.6 and phage Ecoli inh 0.1.

Bioassay records (PubChem)
